# Screens (PubChem)
# bIAP inh: blocks bovine intestinal alkaline phosphatase activity | purified bovine IAP, CDP-star luminescence, 30 min | inhibition, % at 20 µM | 190,000 tested, under 10 active;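 active = over 50% inhibition of intestinal alkaline phosphatase at 20 µM in the single-dose screen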
#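 Assay system: bovine IAP enzyme; medium: DEA buffer 100 mM, pH 9.8, with MgCl2 1.0 mM, ZnCl2 0.02 mM; doses: 20 µM single dose; incubation: enzyme reaction for 30 min at room temperature; detection: CDP-star luminescence signal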
# ROMK primary: modulates human ROMK potassium channel activity. P48048. Tet-inducible ROMK, thallium flux fluorescence; actives lie on both sides. B-score at 10 µM. 2% of 130,000 active. AID 1918;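 active = signal ratio slope over the read window, or its plate-corrected B-score, at least 3 SD from the plate mean, either direction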;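 also: B-score of the F/F0 ratio slope over 7 to 12 s after thallium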
# Target sequence (P48048 whole entry, looked up): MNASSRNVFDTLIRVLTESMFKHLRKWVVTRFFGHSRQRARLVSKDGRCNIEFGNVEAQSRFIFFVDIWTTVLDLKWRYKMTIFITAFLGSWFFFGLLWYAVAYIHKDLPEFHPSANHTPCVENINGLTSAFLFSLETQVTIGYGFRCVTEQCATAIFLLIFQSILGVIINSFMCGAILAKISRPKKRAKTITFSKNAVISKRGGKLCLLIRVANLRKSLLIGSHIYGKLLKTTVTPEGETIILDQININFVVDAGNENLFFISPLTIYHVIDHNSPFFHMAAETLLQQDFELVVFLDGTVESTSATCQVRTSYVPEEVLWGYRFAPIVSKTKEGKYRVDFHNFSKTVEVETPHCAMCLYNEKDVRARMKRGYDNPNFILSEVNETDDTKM
# bIAP act: intestinal alkaline phosphatase (bovine) activation. activation factor at 20 µM. purified bovine IAP, CDP-star luminescence, 30 min; stronger effect = higher value; fold of DMSO-control signal, blank-subtracted. 0.17% of 200,000 active;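 active = activation factor of 2 or more at 20 µM, a signal rise over negative controls twice the positive control's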
# PPARg SRC3 recr: PPARgamma-driven SRC-3 recruitment agonism | P37231 | biochemical PPARgamma/SRC-3 coactivator recruitment assay | activation, % at 8 µM | 0.26% of 200,000 active | AID 731; in the data active = activation above about 23%;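 also: 0% = DMSO and 100% = reference agonist; some compounds past the cut are filed as inactive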
# STAT1 inh: reduces IFN-gamma driven STAT1 reporter signal; NIH 3T3 STAT1-luciferase reporter, luminescence; 0.35% of 200,000 active; inhibition, % at 5.5 µM;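 active = inhibition above a set limit, the mean inhibition across all tested compounds plus 3 SD, cut at about 34% in these data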;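 also: 0% = IFN-gamma with DMSO and 100% = IFN-gamma with 300 µM nifuroxazide; values of inactives mirror those of a sister screen read the other way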
# STAT3 act: STAT3 signaling activation. AID 871. 0.91% of 190,000 active. U3A cells, IL-6 STAT3-luciferase reporter, luminescence; 100% = signal with IL-6 EC80 alone. activation (% of control), % at 5.6 µM;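 active = activation above the screen-wide mean of compound activation plus 3 SD, cut at about 130% in these data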;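 also: 0% = background luminescence of wells with medium and substrate only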
#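 Material: human STAT1-deficient U3A cells with stable STAT3-luciferase reporter / Probe or stimulus: IL-6 stimulus at 33 ng/mL final / Schedule: 1 h compound pre-exposure, 6 h IL-6 stimulation, 37 °C / Technique: luminescence / Read-out basis: percent of IL-6-only median luminescence / Control set: IL-6-only high control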
# TNAP act hi DEA: TNAP (human) activation, high acceptor; purified TNAP, CDP-star luminescence, 1 M DEA, 30 min; stronger effect = higher value; 0 = EDTA background, 1 = DMSO-only activity; 200,000 tested, under 10 active; P05186; activation factor at 20 µM;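 active = activation factor at least 2 at 20 µM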
# Target sequence (P05186 whole entry, looked up): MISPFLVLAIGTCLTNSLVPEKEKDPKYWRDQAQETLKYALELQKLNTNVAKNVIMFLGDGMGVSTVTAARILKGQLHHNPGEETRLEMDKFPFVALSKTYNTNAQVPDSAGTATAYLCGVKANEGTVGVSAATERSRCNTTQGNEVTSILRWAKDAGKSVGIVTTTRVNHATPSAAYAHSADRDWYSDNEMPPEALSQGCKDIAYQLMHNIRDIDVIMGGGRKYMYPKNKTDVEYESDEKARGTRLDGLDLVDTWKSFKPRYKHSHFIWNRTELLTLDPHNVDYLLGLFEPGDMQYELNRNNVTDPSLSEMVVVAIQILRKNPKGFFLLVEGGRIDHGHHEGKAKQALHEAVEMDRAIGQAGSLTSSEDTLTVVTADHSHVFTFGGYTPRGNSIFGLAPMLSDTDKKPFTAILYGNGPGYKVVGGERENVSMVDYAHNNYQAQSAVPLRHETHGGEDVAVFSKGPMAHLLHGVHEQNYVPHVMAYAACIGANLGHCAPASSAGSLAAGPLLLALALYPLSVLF
#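 system = human TNAP | amount = enzyme diluted 1/800 final | reagent = 100 µM CDP-star substrate | signal = luminescent substrate turnover signal | dosing = one dose, 20 µM | benchmarks = EDTA negative control, DMSO positive control | measure = activation factor | timing = 30 min reaction, room temperature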
# PPARg SRC-1 ag: promotes SRC-1 coactivator recruitment by human PPARgamma. 0.41% of 200,000 active. P37231. PPARgamma-SRC-1 coactivator recruitment biochemical assay. activation, % at 8 µM. AID 631; in the data active = activation above about 19%;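 also: 0% = DMSO and 100% = reference agonist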
# STAT3 blocker: inhibitors of IL-6 induced STAT3 signaling. U3A cells, IL-6 STAT3-luciferase reporter, luminescence; host cell line lacks STAT1. inhibition, % at 5.5 µM. 0.89% of 190,000 active. AID 862;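 active = inhibition above the mean inhibition across all screened compounds plus 3 SD, cut at about 44% in these data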;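 also: 0% = DMSO only wells and 100% = 100 µM nifuroxazide control wells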
# PPARg SRC-2 ag: agonists of SRC-2 recruitment by human PPARgamma; activation, % at 8 µM; P37231; PPARgamma LBD-SRC-2 recruitment, biochemical; AID 1032; 0.34% of 200,000 active; in the data active = activation above about 22%;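 also: 0% = vehicle and 100% = reference agonist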
# TR-FRET SRC-2 ct: flags TR-FRET format artefacts in PPARgamma SRC-2 recruitment agonist screen; TR-FRET ratio at 8 µM; TR-FRET artefact counter-screen; stronger effect = higher value; AID 1049; 0.4% of 200,000 active; in the data active = TR-FRET ratio above about 2000; also: inactives centre near 1500
# * = called active by the depositor; / = no result given.
SMILES,bIAP inh,ROMK primary,bIAP act,PPARg SRC3 recr,STAT1 inh,STAT3 act,TNAP act hi DEA,PPARg SRC-1 ag,STAT3 blocker,PPARg SRC-2 ag,TR-FRET SRC-2 ct
CC(NC(=O)Cc1ccccc1)c1cc2c(cc1Br)OCCCO2 (stereo unspecified),-7.6,0.549,1.1,2.3,-11.2,113.0,1,-3.1,-9.8,-5.7,1510
CC1CCN(S(=O)(=O)c2cccc(C(=O)Nc3ccccn3)c2)CC1,12.8,/,0.9,-0.2,-0.6,101.0,1,6.2,1.4,-0.9,1455
CC1(C)CC(=O)C=C(NCc2ccccc2)C1,8.1,/,0.9,-2.6,-9.0,98.5,1,4.0,6.7,7.7,1621
O=C(CSc1nc2ccccc2o1)Nc1ccccc1,12.7,/,0.9,-9.7,-5.4,100.2,1,1.5,3.3,-3.4,1402
O=S(=O)(NCc1cccnc1)c1cccc2nsnc12,3.9,0.16,1,-0.9,-12.5,101.9,1,6.0,-0.3,-0.5,1587
COc1ccc(OC)c(S(=O)(=O)Nc2ccc(O)c3ccccc23)c1,9.5,/,0.9,2.2,10.0,117.7,1,6.6,-18.8,9.3,1446
O=C(N/N=C\c1cc([N+](=O)[O-])ccc1N1CCCC1)c1ccccn1,-3.5,0.12,1,3.8,0.2,102.6,0.9,4.4,1.6,0.5,1585
Cc1nn(C)c(Cl)c1C(=O)NCC(=O)NCc1ccccc1,-4.5,-0.0059,1,-0.5,3.7,105.3,1,10.2,-4.1,-10.8,1777
CCC(Sc1nc(=O)cc(N)n1CCc1ccccc1)C(=O)Nc1ccccc1C#N (stereo unspecified),-4.6,-0.637,1,-4.0,-7.9,105.6,1,6.7,-3.0,8.4,1520
CCOc1ccc(-c2nc3scc(-c4cccs4)c3c(=O)[nH]2)cc1,-2.7,-0.282,1,5.3,-16.9,101.6,1,-4.7,1.8,1.4,1534
Cc1cc(C(=O)CSc2nnnn2C)c(C)n1C1CC1,11.7,-0.381,0.9,1.1,-18.9,95.2,1,4.1,9.3,-5.4,1426
CC(C)Sc1nc(N2CCOCC2)c2c3c(sc2n1)COC(C)(C)C3,2.1,/,1,0.8,5.7,96.6,1,-1.3,15.1,-0.3,1570
Cc1cc(C(=O)c2cnc(/N=C/N(C)C)s2)c(F)cc1Cl,-5.8,0.0295,1.1,1.4,17.4,99.1,1,-6.9,11.3,0.8,1450
Cc1[nH]c2ccccc2c1C(=O)CN1C(=O)NC2(CC(C)CC(C)(C)C2)C1=O (stereo unspecified),-3.9,/,1,-2.3,1.4,99.2,1,1.1,0.9,1.2,1510
CC(C)Cn1c(=O)c(C(=O)Nc2cnccn2)c(O)c2ccccc21,3.8,/,1,-5.6,-4.5,114.2,1,-3.4,-9.8,0.8,1513
NS(=O)(=O)c1cc(C(=O)OCC(=O)NC2CC2)ccc1Cl,25.8,-0.175,0.7,-2.0,-1.1,96.2,1,4.5,8.0,6.6,1630
O=C(Nc1cccc2ncccc12)c1cccc(F)c1,-0.1,/,1,-6.4,6.4,96.2,1,-4.4,15.6,10.1,1578
CC(=O)c1ccc(NC(=O)C2CCCN2S(=O)(=O)c2cccc3cccnc23)cc1 (stereo unspecified),6.7,/,0.9,-4.2,-5.3,97.5,1.1,1.5,11.5,-7.2,1535
CCOC1(OCC)N=C(N)C2(C#N)C(c3cccc(C)c3)C12C#N (stereo unspecified),22.2,/,0.8,-2.0,-1.5,98.5,1.1,-6.1,6.2,4.5,1614
COc1ccc(CCN=C(C)C2=C(O)C(c3ccccc3)OC2=O)cc1OC (stereo unspecified),1.2,0.298,1,0.1,2.8,100.5,1,-3.7,7.1,3.6,1605
Cc1ccc(Cn2c(SCC(=O)N3CC(=O)Nc4ccccc43)nc3ccccc3c2=O)cc1,-18.7,-0.198,1.2,-1.3,6.4,96.4,1.1,1.6,6.5,-5.6,1507
CN1CCOCCOCCOCCN(C)C1=S,-0.9,0.72,1,0.8,-7.8,102.9,1,0.9,-1.0,-0.7,1601
O=C(NC1CCCCC1)C(c1cccs1)N(CCCN1CCOCC1)C(=O)c1ccc(-c2ccccc2)[nH]1 (stereo unspecified),-3.9,-1.57,1,4.0,-10.3,102.8,1.1,2.3,-1.0,5.8,1689
CCN(CC)C(=O)c1cc2cc([N+](=O)[O-])ccc2s1,1.4,/,1,4.5,0.0,88.1,1,4.9,20.1,17.2,1574
COc1ccccc1N1CCN(CCC(=O)Nc2ccc3c(c2)OCO3)CC1,1.6,-1.3,1,5.6,7.5,91.2,1,5.3,17.3,4.0,1489
CCN(C#N)c1nc(NC(C)C)nc(NC(C)C)n1,6.2,/,0.9,6.8,-3.1,110.8,1,1.8,-8.6,6.5,1407
Cn1c(SCc2ccccc2)nnc1-c1cccs1,11.1,/,0.9,-7.5,-18.7,99.1,1.1,-2.2,9.8,-7.9,1283
O=C(c1ccc(COc2ccccc2Br)o1)N1N=C(C(F)F)CC1(O)C(F)F (stereo unspecified),-1.5,/,1,-1.1,8.1,80.7,1,-2.3,25.6,-3.5,1476
CCOC(=O)N1CCN(C(=O)CSc2nc(C)nc3c2c(=O)n(C)c(=O)n3C)CC1,-5.7,-0.336,1.1,-0.1,4.5,100.9,1,0.2,0.2,-8.2,1329
CN(C)S(=O)(=O)c1cccc(-c2nnc(SCCNCCO)n2-c2ccc(F)cc2)c1,-15.7,0.195,1.2,-3.9,-6.0,98.2,1,3.8,3.9,-1.2,1650

# Random excerpt: five entries already listed.
SMILES,bIAP inh,ROMK primary,bIAP act,PPARg SRC3 recr,STAT1 inh,STAT3 act,TNAP act hi DEA,PPARg SRC-1 ag,STAT3 blocker,PPARg SRC-2 ag,TR-FRET SRC-2 ct
NS(=O)(=O)c1cc(C(=O)OCC(=O)NC2CC2)ccc1Cl,25.8,-0.175,0.7,-2.0,-1.1,96.2,1,4.5,8.0,6.6,1630
CN1CCOCCOCCOCCN(C)C1=S,-0.9,0.72,1,0.8,-7.8,102.9,1,0.9,-1.0,-0.7,1601
COc1ccc(CCN=C(C)C2=C(O)C(c3ccccc3)OC2=O)cc1OC (stereo unspecified),1.2,0.298,1,0.1,2.8,100.5,1,-3.7,7.1,3.6,1605
CN(C)S(=O)(=O)c1cccc(-c2nnc(SCCNCCO)n2-c2ccc(F)cc2)c1,-15.7,0.195,1.2,-3.9,-6.0,98.2,1,3.8,3.9,-1.2,1650
O=C(c1ccc(COc2ccccc2Br)o1)N1N=C(C(F)F)CC1(O)C(F)F (stereo unspecified),-1.5,/,1,-1.1,8.1,80.7,1,-2.3,25.6,-3.5,1476

# (list continues)
SMILES,bIAP inh,ROMK primary,bIAP act,PPARg SRC3 recr,STAT1 inh,STAT3 act,TNAP act hi DEA,PPARg SRC-1 ag,STAT3 blocker,PPARg SRC-2 ag,TR-FRET SRC-2 ct
CC(C)(C)Nc1cccccc1=O,11.2,/,0.9,-11.3,4.1,99.5,1,-7.7,10.4,2.2,1464
O=C(CN1CCCCCCC1)NC(=O)NC1CCCCC1,-0.3,-0.14,1,-3.3,-1.3,106.4,1,2.6,-6.1,-1.3,1459
Cc1cccc(N2CC(C(=O)O)CC2=O)c1 (stereo unspecified),11.1,2.08,0.9,4.7,-0.8,98.2,1,4.6,6.5,2.5,1505
CC(c1ccccc1)C1C(C#N)=C(N)SC(N)=C1C#N (stereo unspecified),-5.9,/,1.1,6.0,13.2,100.7,1,7.5,3.0,-1.9,1687
COC(=O)NC(NC(=S)Nc1ccccc1OC)C(Cl)(Cl)Cl (stereo unspecified),-13.0,/,1.1,1.7,0.9,90.4,1,3.6,15.6,0.9,1585
CCOc1ccc(N=C2SC(C(=O)O)CC(=O)N2C)cc1 (stereo unspecified),0.6,/,1,0.7,3.7,101.7,1.1,6.0,7.9,8.9,1636
Cc1nn(C(=O)c2ccco2)c(C)c1Sc1ccccc1,2.9,/,1,2.5,2.3,102.6,1.1,-3.4,8.4,1.3,1579
CC(=O)Nc1ccc(S(=O)(=O)NCC2CCC(C(=O)NCCC(C)C)CC2)cc1 (stereo unspecified),7.2,/,0.9,10.1,1.9,98.2,1.1,2.2,8.2,8.3,1543
COC1=Cc2c(ccc3ccc(=O)oc23)OC1(C)C,12.5,1.48,0.9,-3.4,1.6,83.0,1.1,0.6,25.9,-0.5,1553
C=CCS/C(=N\n1cnc2ccccc2c1=O)N1CCCCC1,5.7,-2.36,0.9,-4.8,-14.9,106.4,1,3.6,-5.5,-7.7,1336
Nc1c(Cl)cc(Cl)cc1C(=O)OCC(=O)NC1CC1,5.5,/,0.9,7.6,-1.0,89.5,1,7.8,15.8,8.4,1715
CCOC(=O)C(CC)(CCC(=O)O)c1csc(N)n1 (stereo unspecified),9.1,0.524,0.9,-0.3,1.4,108.7,1.1,3.7,-10.6,0.3,1656
O=C(C1CCC(CNS(=O)(=O)c2cccc3cccnc23)CC1)N1CCCC1 (stereo unspecified),0.7,/,1,8.9,9.3,105.0,0.9,7.3,-0.7,2.7,1578
O=C(NCCc1ccccc1)c1ccccc1NC(=O)C1CCCO1 (stereo unspecified),-17.1,/,1.2,2.5,-35.8,100.8,1,-2.9,-1.2,-3.8,1571
O=C(CCN1CCN(c2ccccc2)CC1)Nc1ccc(Cl)cc1,39.5,/,0.6,-0.1,-7.1,109.1,1,0.2,-7.0,2.5,1607
OC(COCCOc1ccc(Br)cc1)CN1CCCCC1 (stereo unspecified),-27.2,-0.262,1.3,-2.8,2.5,98.2,1,5.6,-0.4,5.7,1735
Cc1ccc2c(c1)C(O)(CC(=O)/C=C/C=C/c1ccccc1)C(=O)N2 (stereo unspecified),1.0,-1.23,1,-2.7,13.3,92.4,1,-5.5,10.4,1.7,1513
O=C(COc1cccnc1[N+](=O)[O-])NCCc1ccc(F)cc1,4.5,0.222,1,-1.7,2.0,98.5,1,5.9,6.6,-11.8,1174
CC(C)CC(COCc1ccc(C(F)(F)F)cc1)N1CCN(C(=O)c2ccc(C(F)(F)F)cc2)CCC1=O (stereo unspecified),-17.0,-1.98,1.2,-1.8,6.5,97.6,1,-0.3,0.0,9.5,1625
CCc1ccc(OC(=O)c2ccn(CC)n2)cc1,2.8,/,1,0.7,2.9,94.5,1.1,4.5,10.3,-0.6,1592
Cc1cccc(-n2c(SCC(=O)NC3CCCC3)nnc2-c2ccoc2C)c1,-2.6,-0.488,1,0.5,7.0,92.8,1.1,3.5,11.6,3.5,1576
Cc1ccc2nc(NC(=O)CCn3cccc3)sc2c1,3.3,0.895,1,2.8,-60.6,91.7,1,11.2,12.3,3.9,1705
O=C(Nc1ccccn1)C1CCN(S(=O)(=O)c2cccs2)CC1,26.4,0.0527,0.7,3.8,-6.8,103.0,1.1,3.1,0.8,2.1,1653
COc1ccc(N2Cc3ccccc3C2=NC(=O)c2cncc(Br)c2)cc1,2.0,0.821,1,3.7,-27.1,96.9,1,-2.3,6.2,1.0,1622
